DAX1 inh-1: NR0B1 (DAX1) inhibition; P51843; actives 0.99% (n = 340,000); AID 504766; inhibition, % at 6.75 µM; HEK293 Gal4-DAX1 luciferase reporter, luminescence;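 active = inhibition above the mean over all tested compounds plus 3 SD, cut at about 4.2% in these data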;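 also: 0% = DAX1-transfected cells with DMSO and 100% = empty-vector control cells with DMSO; inhibition shows as a rise in luminescence from relieved DAX1 repression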
Target sequence (P51843 207-470 limits assumed): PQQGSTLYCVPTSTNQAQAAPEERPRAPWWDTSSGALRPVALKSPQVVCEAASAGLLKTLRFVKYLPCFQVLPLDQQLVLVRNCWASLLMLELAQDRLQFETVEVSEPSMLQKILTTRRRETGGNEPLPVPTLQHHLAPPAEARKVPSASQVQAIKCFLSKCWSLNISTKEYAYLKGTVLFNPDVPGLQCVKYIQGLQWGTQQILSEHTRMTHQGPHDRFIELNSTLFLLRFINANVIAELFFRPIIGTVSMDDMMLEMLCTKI
GC-A act: GC-A (human) enzyme activation; AID 1671463; HEK293 GC-A cells, cGMP TR-FRET, EC30 ANP; 0% at EC30 ANP, 100% saturating ANP; actives 0.14% (n = 370,000); activation, % at 10 µM; in the data active = activation above about 40%
ADAM17 inh: inhibitors of human ADAM17; actives 0.83% (n = 370,000); recombinant ADAM17, EDANS/DABCYL FRET peptide cleavage; inhibition, % at 6.95 µM; P78536;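 active = inhibition above the mean of compounds lying between control limits plus 3 SD, set per campaign, cut at about 8.5% in these data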;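 also: 0% = DMSO-only wells as the low control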
ADAM10 inh: inhibitors of human ADAM10; actives 0.62% (n = 370,000); O14672; recombinant ADAM10, EDANS/DABCYL FRET peptide cleavage, 3 h; inhibition, % at 7 µM;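 active = inhibition above a per-campaign cutoff equal to the mean of compounds falling between control-based bounds plus 3 SD, cut at about 20% in these data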;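 also: 0% = DMSO wells while the 100% control is not disclosed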
Target sequence (O14672 214-748 limits assumed): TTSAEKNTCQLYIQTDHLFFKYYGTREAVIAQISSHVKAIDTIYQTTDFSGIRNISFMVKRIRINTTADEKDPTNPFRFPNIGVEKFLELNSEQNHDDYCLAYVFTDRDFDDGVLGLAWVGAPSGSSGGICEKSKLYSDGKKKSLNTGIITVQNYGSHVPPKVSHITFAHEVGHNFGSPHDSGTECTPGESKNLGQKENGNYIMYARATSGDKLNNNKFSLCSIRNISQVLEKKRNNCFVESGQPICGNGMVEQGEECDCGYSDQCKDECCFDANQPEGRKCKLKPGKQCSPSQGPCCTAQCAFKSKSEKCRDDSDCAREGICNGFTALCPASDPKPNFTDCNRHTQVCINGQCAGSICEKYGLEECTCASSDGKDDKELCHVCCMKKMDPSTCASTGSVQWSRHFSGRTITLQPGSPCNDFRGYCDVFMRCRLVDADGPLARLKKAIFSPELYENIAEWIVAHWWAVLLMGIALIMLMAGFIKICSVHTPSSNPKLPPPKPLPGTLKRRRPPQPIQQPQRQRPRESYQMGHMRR
hcDAF-12 act: H. contortus DAF-12 activation, primary screen. HEK293 hcDAF-12 lit1-tk-luc reporter, luminescence; 0% DMSO, 100% Δ7-dafachronic acid. activation, % at 6.8 µM. actives 1.4% (n = 370,000). AID 652067;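 active = activation above the mean of all tested compounds plus 3 SD, cut at about 5.5% in these data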;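 also: 100% = response to 3 µM Δ7-dafachronic acid high control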
hgDAF12 agonist: hgDAF-12 agonism, primary luciferase screen | HEK293 GAL4-hgDAF12 UAS-luciferase reporter, agonist luminescence; normalized to butyrate control | AID 687014 | activation, % at 6.8 µM | actives 1.8% (n = 370,000);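 active = activation above a cutoff set at the mean of all screened compounds plus 3 SD, cut at about 10% in these data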;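 also: 0% = DMSO wells and 100% = sodium butyrate wells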
PG9 binder: PG9 antibody binding by small molecule. TR-FRET gp120-PG9 antibody binding. inhibition, % at 6.7 µM. actives 0.43% (n = 360,000); in the data active = inhibition above about 8.5%
ssDAF-12 act: activates DAF-12 receptor from parasite S. stercoralis. HEK293 ssDAF-12/GRIP1 lit1-tk-luc reporter, luminescence; % of 3 µM dafachronic acid response. activation, % at 6.8 µM. actives 1% (n = 370,000). AID 652126;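 active = activation above the mean over all tested compounds plus 3 SD, cut at about 0.9% in these data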;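 also: 0% = DMSO-only wells and 100% = 3 µM delta7-dafachronic acid wells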
DAX1 inh-2: blocks DAX1 repression of SF-1 activated StAR promoter; HEK293T StAR-luciferase reporter, SF-1/DAX-1 repression relief; inhibition, % at 6.8 µM; actives 1.1% (n = 370,000); AID 652010;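 active = inhibition above the mean over all tested compounds plus 3 SD, cut at about 3.6% in these data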;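 also: 0% = DAX-1 cells with DMSO and 100% = cells lacking DAX-1 with DMSO; higher inhibition means more luminescence from relief of DAX-1 repression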
SMARCA2 activ: SMARCA2 function activation, primary screen; activation, % at 9.1 µM; AID 652017; MG213 cells, MMTV-luciferase reporter, dexamethasone, overnight; actives 1% (n = 370,000); in the data active = activation above about 7.8%;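 also: 0% = vehicle wells and 100% = reference activator wells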
GAA850 FXN act: increases GAA850 frataxin promoter reporter activity | HEK293 lucGAA850 FXN promoter luciferase reporter, 24 h; percent of 10 µM SAHA response | AID 540364 | actives 0.56% (n = 360,000) | activation, % at 6 µM;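 active = activation above the average of all compounds screened plus 3 SD, cutoff fixed separately per campaign, cut at about 7.5% in these data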;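 also: 0% = DMSO wells and 100% = 10 µM SAHA wells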
Active calls of the source: *; i = inactive; . = not tested or not shown. Outcome played no part in choosing rows; 6.8% or so of the library scored in one or more.

Results follow in this order: DAX1 inh-1 | GC-A act | ADAM17 inh | ADAM10 inh | hcDAF-12 act | hgDAF12 agonist | PG9 binder | ssDAF-12 act | DAX1 inh-2 | SMARCA2 activ | GAA850 FXN act
- Cc1ccc(C(=O)c2c(NC(=O)CSc3nnc(N)s3)sc3c2CCCC3)cc1
    -3.5 | -8 | 5 | 4 | -3.5 | -3.4 | -2.8 | -2.0 | -1.1 | -7 | 1.4
- COc1cc2c(cc1NC(=O)CSc1nnnn1-c1ccccc1)oc1ccccc12
    -0.2 | 1 | -1 | 5 | 1.2 | 0.8 | 4.2 | -1.0 | -0.4 | 2 | -1.7
- Cc1ccc(-n2ncc3c(=O)n(CC(=O)NCc4ccco4)cnc32)cc1C
    0.7 | 10 | 4 | -15 | -1.0 | 1.1 | 1.4 | -0.4 | -0.1 | -1 | 1.2
- O=[N+]([O-])c1ccc(COc2cccc(CO)c2)cc1
    . | 1 | 1 | 6 | 3.1 | 3.4 | 0.8 | -0.6 | -0.7 | 6 | .
- CCCC#Cc1ccc2c(c1)O[C@H](CN(C)C(=O)CC1CC1)[C@H](C)CN([C@@H](C)CO)S2(=O)=O
    -1.0 | -2 | 0 | -8 | -1.5 | -1.9 | 0.9 | -1.1 | -1.6 | -2 | -2.4
- CCn1c(O)c(C2=NCCCC2)c2ccccc21
    1.6 | -6 | 0 | 4 | 0.7 | 1.7 | -1.5 | -0.4 | -0.2 | 2 | 3.2
- COc1cc(/C=N/NC(=S)Nc2cccc(S(=O)(=O)N(C)C)c2)ccc1O
    1.0 | -1 | -1 | -6 | -2.0 | -2.4 | -2.7 | -1.3 | -1.2 | 9.8* | 1.4
- O=C(COC(=O)c1ccc(OC(F)F)cc1)NC(=O)NC1CCCC1
    0.2 | 1 | 3 | -13 | -0.7 | 2.6 | -2.5 | -1.0 | 1.4 | -5 | 0.5
- COC(=O)CCN1CCC(c2cc(-c3cccc(C(F)(F)F)c3)n[nH]2)CC1
    0.6 | 4 | -8 | -2 | -0.3 | -0.4 | 0.8 | -1.1 | -0.4 | -4 | 2.0
- CN(C(=O)CSc1nc2cc(Cl)ccc2c(=O)n1Cc1ccco1)C1CCS(=O)(=O)C1 (configuration not stated)
    0.4 | -27 | 3 | -2 | -0.8 | -4.5 | -0.1 | -0.9 | -0.6 | 2 | -4.9
- COc1cccc(NC(=O)CC(C)=O)c1
    -0.8 | 0 | 0 | 1 | 1.8 | 1.7 | -1.2 | -1.2 | 0.8 | -1 | 3.1
- Cc1cc(C)cc(N(CC(=O)N2CCn3c2nc2ccccc23)S(=O)(=O)c2c(C)noc2C)c1
    2.0 | 2 | -3 | 8 | 0.5 | 7.6 | -0.7 | -1.0 | 0.3 | 0 | -0.4
- COc1ccc(NC(=O)CN(C)CC(=O)Nc2cccc3ccccc23)c(OC)c1
    0.8 | -6 | -2 | -7 | 1.1 | -0.2 | 1.6 | -1.2 | -1.3 | 0 | 2.7
- CCCNC(=O)COC(=O)c1cc(-c2ccc(OC)cc2)nc2ccccc12
    -1.6 | 8 | -145 | -384 | -2.2 | 0.5 | 2.5 | -1.8 | 0.0 | 3 | 1.3
- C=C(C)Cn1c2ccc(NC(=O)NCCc3cccs3)cc2c(=O)n1C
    . | 1 | i | i | -1.0 | -1.5 | 1.2 | -1.1 | 0.4 | -3 | 0.5
- CC(C)n1c(=S)[nH]c2c1c(=O)[nH]c(=O)n2C
    -0.8 | 0 | -4 | -2 | -1.2 | 1.0 | -0.7 | -0.8 | 0.4 | 1 | 0.0
- CC1CCN(C(=O)c2cc(Cl)ccc2NC(=O)c2ccco2)CC1
    0.2 | 2 | -5 | -10 | -1.6 | 0.5 | 0.7 | -1.6 | 0.1 | -4 | 0.0
- CSc1ccc(Cl)c(C(=O)OCC(=O)N2CCN(c3ccccc3)CC2)c1
    -1.3 | -3 | -2 | -19 | 0.0 | -1.1 | -0.9 | -1.6 | 0.4 | -1 | -0.2
- Cc1ccn2c(NC(=O)c3ccco3)c(-c3ccccc3)nc2c1
    -0.5 | -2 | -3 | 0 | -0.8 | -1.7 | 1.0 | -1.4 | -0.2 | 0 | 1.4
- CCc1cc2c(SCC#N)ncnc2s1
    3.1 | 2 | -2 | -5 | -0.7 | 2.0 | -4.2 | -1.2 | -0.3 | -2 | 1.0
- Cc1ccc(-n2nc3c(c2NC(=O)CCC2CCCCC2)CS(=O)C3)cc1 (configuration not stated)
    0.2 | -3 | -4 | -7 | 1.6 | -2.0 | -1.2 | -1.1 | 0.6 | -2 | -1.4
- Fc1ccccc1Nc1n[nH]c(=S)s1
    0.9 | 2 | 2 | 1 | -0.1 | 4.7 | -4.4 | 0.4 | 0.8 | 6 | 6.0
- CCc1ccc(S(=O)(=O)NCc2csc(C)n2)cc1
    -1.8 | 3 | -6 | -2 | -1.4 | 0.9 | 3.3 | -0.9 | -0.2 | -3 | -0.2
- Cc1cc(N/N=C/c2ccc(N(C)C)cc2)nc(NCc2ccccc2)n1
    . | -2 | -24 | -93 | -0.2 | -0.7 | -3.3 | -0.3 | -0.4 | -5 | -1.5
- CN(C)c1nnnn1-c1cccc(Oc2ncc(C(F)(F)F)cc2Cl)c1
    -0.3 | 4 | -287 | -6 | -1.3 | 1.5 | -2.7 | -0.8 | -2.0 | -4 | -0.7
- COc1ccc(C2CC(=O)C(c3ccc(C(F)(F)F)cc3)=CN2Cc2ccccc2)cc1 (configuration not stated)
    . | -1 | 5 | -5 | -1.6 | -4.9 | -0.7 | -1.0 | -1.6 | -6 | .
- CCc1nnc(NC(=O)Cn2nc(-c3ccc(OC)c(OC)c3)ccc2=O)s1
    0.8 | 1 | -1 | 7 | -0.3 | -1.5 | -0.4 | -0.9 | 0.5 | -4 | 1.1
- Cc1cc(NC(=S)Nc2ccc(C)c(Cl)c2)n[nH]1
    1.7 | 7 | 6 | 10 | -0.3 | 7.9 | 1.1 | -1.1 | 1.6 | 8.3* | 6.2
- CC(=O)COC(=O)c1cc(-c2ccc(C)cc2)nc2ccccc12
    1.4 | 2 | -20 | -67 | -1.4 | 0.7 | 0.3 | -1.4 | 0.3 | 2 | 2.4
- CCOC(=O)c1sc(=NC(=O)/C=C/c2cccs2)n(C)c1C
    0.1 | 10 | -1 | -5 | 1.1 | 5.7 | 1.0 | -0.8 | 0.6 | 4 | 6.9
- O=C(c1ccccc1)N1CCN(C(=O)C23CC4CC(CC(C4)C2)C3)CC1
    1.1 | 0 | -5 | -1 | -2.5 | -1.4 | 0.5 | -1.3 | -0.5 | -2 | -0.3
- O=C(Nc1ccccc1N1CCCCC1)c1ccc([N+](=O)[O-])o1
    -0.3 | 0 | 2 | 0 | -3.4 | -3.7 | 1.5 | 0.2 | -4.2 | 1 | 0.5
- Cc1c(Br)c(C(F)(F)F)nn1CC(=O)NCCN1CCOCC1
    0.8 | 6 | -1 | -10 | -1.6 | 4.3 | 0.1 | -1.2 | 0.9 | -2 | 1.9
- Cc1ccc(S(=O)(=O)N(C)C2(C)CCS(=O)(=O)C2)cc1 (configuration not stated)
    0.7 | 2 | 0 | -1 | -0.4 | 1.1 | -2.8 | -1.2 | -0.2 | 1 | 0.5
- COc1ccc(N2Cc3cccc(C(=O)N4CCOCC4)c3C2=O)cc1
    1.4 | 0 | 3 | 1 | 1.5 | 0.1 | 2.3 | -1.1 | 0.7 | -1 | 0.8
- N#Cc1ccccc1S(=O)(=O)N1CCN(Cc2cccs2)CC1
    -0.1 | -2 | 1 | -2 | -0.1 | -1.6 | -1.1 | -1.4 | -0.6 | 1 | 0.1
- FC(F)(F)c1ccc(Cl)c(NC2=NCCCCC2)c1
    0.6 | -1 | -2 | 4 | -2.3 | 0.7 | -2.1 | -0.9 | -0.1 | -2 | 0.1
- c1ccc(Cn2nnnc2CN2CCOCC2)cc1
    -1.6 | 2 | -3 | -2 | -0.5 | 1.1 | 1.9 | -0.7 | 0.0 | -1 | -0.1
- CCCOc1ccc(C(=O)NNC(=S)NC(=O)c2cccs2)cc1
    -0.1 | -1 | 1 | 12 | -1.1 | -0.1 | -0.9 | 0.1 | -0.9 | 13* | -2.7
- COc1ccc([C@H]2CC(=O)C=C(c3cccc(C#N)c3)C2)cc1
    0.2 | -3 | 2 | 13 | -2.6 | -0.3 | 0.4 | -1.8 | -0.5 | 1 | 0.8
- COc1cc(C(=O)OCC(=O)Nc2c(F)c(F)c(F)c(F)c2F)cc(OC)c1OC
    -0.8 | -1 | 0 | 1 | -1.2 | -1.8 | 0.3 | -1.8 | 0.2 | 2 | -2.7
- O=C(NC1CCCC1)C(NS(=O)(=O)c1cccc2nsnc12)c1ccccc1 (configuration not stated)
    2.5 | 1 | 0 | 0 | -1.1 | 3.9 | 0.0 | -0.7 | -0.1 | -1 | 1.3
- CC(=O)c1c(C)[nH]c(C(=O)NCc2cccs2)c1C
    1.1 | 2 | -4 | -3 | -2.0 | 0.8 | 1.9 | -1.3 | -0.6 | -2 | -0.3
- COc1cccc(CNC(=O)CN2C(=O)NC(c3ccccc3)(c3ccccc3)C2=O)c1
    1.5 | -2 | -2 | -11 | 1.3 | -2.8 | -2.3 | -0.6 | 0.8 | -3 | -0.7
- COc1cc(Cn2c3ccc(NC(=O)CC(C)c4ccccc4)cc3c(=O)n2C)ccc1F (configuration not stated)
    . | 1 | -362 | i | -2.2 | -2.1 | -0.8 | -1.2 | -0.9 | -5 | -0.1
- Cc1cc(Cl)c(S(N)(=O)=O)cc1OCC(N)=O
    0.5 | 1 | -1 | -5 | 0.0 | -0.5 | 0.2 | -0.9 | -0.3 | -3 | 4.1
- Clc1ccc(-c2csc(N3CCC(c4ccccc4)C3)n2)cc1 (configuration not stated)
    2.4 | 5 | -2 | 4 | -1.2 | 0.5 | -0.9 | -0.9 | 0.4 | 6 | 0.8
- Cc1cccc(CCN(C(=O)Cc2cccs2)C(C(=O)NC2CCCCC2)c2cccnc2)c1 (configuration not stated)
    0.7 | -4 | -1 | -4 | 0.6 | -2.3 | -1.0 | -1.0 | 0.4 | -2 | -0.8
- O=C(O)c1cccnc1SCc1ccccc1Cl
    -0.8 | -2 | -6 | -10 | 0.6 | 1.0 | 0.0 | -0.7 | 0.1 | -4 | 1.2
- Cc1cccc(NC(=O)CSc2nnc(C)c(=O)n2N)c1
    -0.4 | -2 | -6 | -1 | -1.8 | 2.6 | 0.4 | -1.6 | -0.1 | -3 | 1.0
- COc1ccccc1-c1ccc(SCc2ccccc2F)nn1
    1.2 | 2 | -2 | 8 | 1.1 | 7.8 | -0.7 | -1.6 | 2.8 | 1 | 5.1
- Cn1c(=O)c(-c2cccc(Cl)c2)c(O)c2ccccc21
    3.4 | 1 | -2 | -3 | -0.7 | -1.6 | -2.0 | -0.7 | 0.5 | -2 | 1.2
- CSC1=N/C(=C\c2ccccc2C)C(=O)S1
    0.0 | 0 | -1 | 2 | -0.4 | -2.5 | -2.8 | -0.7 | -0.3 | 2 | 2.4

Assay outcomes (PubChem)
